# Salmonella PhoP GFP = Inhibition of PhoP regulon, Salmonella typhi GFP reporter cells, confirmation, 4 h (AID 1850) | Salmonella Typhi PhoP-promoter GFP reporter, fluorescence, 4 h; higher % means a stronger effect | one-dose inhibition, % at 50 µM; IC50 in µM for titrated hits | 310,000 tested, 0.33% active; in the data active = a potency from the dose series; inconclusive = inhibition mostly from about 25% at the one dose, without a potency; inactive = the rest, 99 in 100 with inhibition below about 19%;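 note: 0% = induced wells with vehicle and 100% = uninduced wells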
# M. tuberculosis HTS = M. tuberculosis growth inhibition, HTS (AID 449762); M. tuberculosis H37Rv growth inhibition, 7H9 media; higher % means a stronger effect; one-dose inhibition, % at 25 µM; IC50 in µM for titrated hits; 330,000 tested, 0.59% active; in the data active = a potency from the dose series; inconclusive = inhibition above about 70% without an active follow-up result;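 note: bacterial growth assessed after seven days of incubation; strong numbers were not always called active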
# VEEV TC-83 Vero = inhibitors of VEEV TC-83 cytopathic effect, confirmation, Vero cells (AID 588727) | one-dose inhibition, % at 20 µM; IC50 in µM for titrated hits | Vero cells, VEEV TC-83 cytopathic effect inhibition; higher % means a stronger effect | 350,000 tested, 0.13% active; in the data active = a potency from the dose series; inconclusive = inhibition mostly from about 14% at the one dose, without a potency; inactive = the rest, 99 in 100 with inhibition below about 12%; note: strong numbers were not always called active
# tuberculosis growth = growth inhibition of non-replicating M. tuberculosis (AID 488890). 320,000 tested, 0.39% active. inhibition, % at 25 µM, or IC50 in µM where a hit was titrated. Mycobacterium tuberculosis non-replicating, growth inhibition; higher % means a stronger effect; in the data active = a potency from the dose series; inconclusive = inhibition mostly from about 82% at the one dose, without a potency; inactive = the rest, 99 in 100 with inhibition below about 76%;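 note: plate controls were DMSO cells for no effect and high antibiotic wells for full effect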
# H1N1 NS1A inhibition = NS1A inhibition, H1N1 influenza, cell based functional assay (AID 504329); NS1A functional cell-based assay, percent inhibition; higher % means a stronger effect; one-dose inhibition, % at 12.5 µM; IC50 in µM for titrated hits; 340,000 tested, 0.3% active; in the data active = a potency from the dose series; inconclusive = inhibition above about 27% without an active follow-up result; note: strong numbers were not always called active
# VEEV TC-83 Vero 10K pilot screen = further read-out of VEEV TC-83 Vero, marked with its call; inhibition, %; measured here: 10K pilot screen inhibition
# Starred values were filed as active, the others as inactive; i = inactive; u = inconclusive; x = not tested or not shown.
SMILES,Salmonella PhoP GFP,M. tuberculosis HTS,VEEV TC-83 Vero,tuberculosis growth,H1N1 NS1A inhibition,others
CN(CC(=O)Nc1cccc(F)c1)C(=O)c1sccc1-c1ccccc1,x,x,8.5%,x,-4%,
CC(C)(C)OC(=O)C[C@@H]1C/C=C\C[C@H](CC(=O)N[C@@H](CO)Cc2ccccc2)C(=O)N[C@H](Cc2ccccc2)COC1=O,x,u,1.1%,24%,1%,
CCOC(=O)CSc1ccc(C(=O)N2CCC3(CC2)OCCO3)cc1[N+](=O)[O-],5%,-2%,i,21%,-1%,
CC(C)CC(=O)N1CCC(O)(CS(=O)(=O)Cc2ccccc2Cl)CC1,0%,-1%,0.9%,-8%,-3%,
O=C(CCS(=O)(=O)c1ccc(Br)cc1)Nc1cc(F)ccc1F,-5%,9%,0.1%,76%,-5%,
Cn1c(=O)cc(SCC(=O)N2CCN(C(=O)c3ccco3)CC2)c2ccccc21,-1%,9%,6.0%,18%,-2%,
O=C(CC1Sc2ncnn2C1=O)Nc1ccc(Br)cc1 (stereo unspecified),12%,6%,2.3%,50%,9%,
O=C(Nc1cc(S(=O)(=O)N2CCCCCC2)ccc1OCC(F)(F)F)C1CCC1,-3%,-14%,i,13%,-6%,
O=S(=O)(Nc1ccc(S(=O)(=O)N2CCCCC2)cc1)c1cccs1,17%,-4%,i,11%,10%,
CC1=C(C#N)C(NC(=O)c2ccccc2Cl)(C(F)(F)F)C(=O)N1 (stereo unspecified),2%,0%,0.2%,-16%,-1%,
CC(C)(C)Nc1c(-c2cccs2)nc2ccccn12,-5%,0%,0.7%,5%,11%,
O=C1c2ccccc2CN1CCNS(=O)(=O)c1ccc2ccccc2c1,-9%,0%,1.3%,1%,0%,
COc1ccc2c(C)cc(N3CCOCC3)nc2c1,8%,-6%,i,-3%,0%,
OCC1OC(n2cnc3c(NCCc4ccccc4)ncnc32)C(O)C1O (stereo unspecified),3%,-5%,0.6%,-2%,2%,
CCCCN(CC)CCCNC(=O)CC1Nc2ccccc2NC1=O (stereo unspecified),-3%,-7%,2.3%,-1%,4%,
O=C(Nc1ccccc1)N1CCCN(c2ccc(C(F)(F)F)cn2)CC1,2%,2%,1.9%,27%,-10%,
Cc1ccc(C(=O)N2CCN(CCNC(=O)C(=O)NC(C)C)CC2)cc1,-10%,-6%,0.9%,-7%,12%,VEEV TC-83 Vero 10K pilot screen=0.6
COc1ccccc1/C=C/[C@@H]1C[C@H]2CN(Cc3cccc(Cl)c3)C(=O)[C@]23CCCN13,-7%,12%,i,30%,12%,
O=C(CC(Nc1ccccc1)c1ccc(F)cc1)c1ccccc1 (stereo unspecified),-30%,55%,1.0%,u,-3%,
COc1cc(/C=N/N2CCN(Cc3ccc(C)cc3)CC2)cc(OC)c1O,-8%,11%,2.1%,14%,4%,
COc1ccccc1-c1nnc(SCC(=O)N2CCCCC2)o1,-8%,-3%,1.1%,u,16%,
O=C(O)COc1ccccc1C(Nc1ccccn1)c1cc(Cl)c2cccnc2c1O (stereo unspecified),-6%,10%,4.3%,-7%,-4%,
CCc1c(C)sc(NC(=O)/C=C/c2ccc3c(c2)OCO3)c1C(=O)OC,-8%,8%,3.1%,26%,-12%,
COc1cccc(CNC(=O)CN2C(=O)COc3ccc(S(=O)(=O)N4CCC(C)CC4)cc32)c1,10%,-1%,7.1%,16%,-2%,
CC(C)(CNc1ccc(C(F)(F)F)cc1[N+](=O)[O-])N1CCOCC1,0%,0%,7.3%,5%,-2%,

# Overlap with the part before: 4 compounds, then new ones.
SMILES,Salmonella PhoP GFP,M. tuberculosis HTS,VEEV TC-83 Vero,tuberculosis growth,H1N1 NS1A inhibition,others
O=C(O)COc1ccccc1C(Nc1ccccn1)c1cc(Cl)c2cccnc2c1O (stereo unspecified),-6%,10%,4.3%,-7%,-4%,
CCc1c(C)sc(NC(=O)/C=C/c2ccc3c(c2)OCO3)c1C(=O)OC,-8%,8%,3.1%,26%,-12%,
COc1cccc(CNC(=O)CN2C(=O)COc3ccc(S(=O)(=O)N4CCC(C)CC4)cc32)c1,10%,-1%,7.1%,16%,-2%,
CC(C)(CNc1ccc(C(F)(F)F)cc1[N+](=O)[O-])N1CCOCC1,0%,0%,7.3%,5%,-2%,
COc1ccc(NC(=O)C(=O)NNC(=O)c2cccs2)cc1,-2%,70%,i,u,-4%,
COc1cccc(CN(C)C(=O)CCN=C2NS(=O)(=O)c3ccccc32)c1OC,x,5%,4.5%,-9%,-14%,
COC(=O)C1=C(C)N(Cc2ccccc2)C(=NCc2cccc(Cl)c2)N[C@H]1c1ccccc1,x,16µM*,i,u,3%,VEEV TC-83 Vero 10K pilot screen=0.0
O=C(CCNS(=O)(=O)c1ccccc1)N1CCN(C(c2ccccc2)c2ccccc2)CC1,-1%,4%,4.3%,13%,2%,
COc1ccc(CNC(=O)CN2C(=O)NC(C)(c3cccc4ccccc34)C2=O)cc1OC (stereo unspecified),-7%,-3%,0.4%,1%,-2%,
CC1(C)CC(=O)C(C2C3=C(CC(C)(C)CC3=O)Oc3ccccc32)=C(O)C1 (stereo unspecified),-5%,4%,2.2%,77%,1%,
CCC1N=C(SC)NC(C)=C1C(=O)c1ccccc1 (stereo unspecified),-20%,1%,0.6%,13%,-9%,
CN1CCN(C(=O)c2ccc(-c3ccccc3)cc2)CC1,1%,3%,0.5%,-9%,3%,
C=CCNC(=O)c1ccc2c3n(nc2c1)-c1ccccc1CO3,-8%,3%,7.3%,4%,-18%,
O=C(NCCN1CCOCC1)Nc1ccccc1,-7%,-7%,0.5%,-12%,-2%,
OCCCNc1nc(-c2ccccc2)c2cc(Br)ccc2n1,-15%,1%,0.2%,13%,13%,
Cc1nn(-c2cccc(C(F)(F)F)c2)c(Cl)c1/C=N/Nc1cccc(C(=O)O)c1,6%,5%,0.6%,7%,-3%,
COc1cc(Cc2nc3ccc(S(=O)(=O)N4CCOCC4)cc3[nH]2)cc(OC)c1OC,4%,-1%,0.8%,0%,-1%,
CCCc1cc(=O)c2ccc(OC/C(C)=N/O)cc2o1,11%,4%,2.3%,8%,7%,
COc1ccc(C(=O)N/N=C/c2cn[nH]c2-c2ccc(OC)cc2OC)cc1,0%,-5%,0.0%,-20%,-4%,
CC(=O)c1c(NCCc2ccccc2)cc(C)oc1=O,-7%,-2%,1.9%,4%,-3%,
Cc1cc(C)n2nc(SCc3nnc(SCCCCl)o3)nc2n1,-4%,4%,0.2%,-7%,-7%,
O=C(NCc1ccccc1)C(c1ccco1)N(C(=O)c1ccccn1)c1ccccc1 (stereo unspecified),9%,2%,i,7%,-4%,
CCOc1ccc(OCCC(=O)OCC(=O)Nc2cc(OCC)c(N3CCOCC3)cc2OCC)cc1,-3%,37%,2.3%,22%,-16%,
C[C@]12CCC(=O)C=C1CCC1C2CC[C@@]2(C)C1CC[C@@]2(O)CC#N (stereo partly specified),-7%,-2%,i,-24%,-4%,
CC(=O)Nc1ccc(S(=O)(=O)N2CCN(c3ccc([N+](=O)[O-])cc3)CC2)cc1,-10%,5%,3.7%,-1%,7%,
CCc1c(C)c2ccc(OCC(=O)NCC3CCC(C(=O)O)CC3)c(C)c2oc1=O (stereo unspecified),9%,-11%,0.7%,0%,1%,
CC[n+]1c(C)n(-c2ccccc2)c2ccc(C(=O)OC)cc21,1%,-4%,0.4%,6%,4%,
Cc1cc(NC(=O)COC(=O)[C@H](C)NC(=O)c2ccccc2)no1,-13%,-3%,1.5%,10%,-9%,
COC(=O)CCc1c(C)nc(N)[nH]c1=O,-6%,-2%,0.2%,-8%,-16%,

# Continued.
SMILES,Salmonella PhoP GFP,M. tuberculosis HTS,VEEV TC-83 Vero,tuberculosis growth,H1N1 NS1A inhibition,others
O=C(CSCc1ccc(Cl)cc1)Nc1ccc(S(=O)(=O)N2CCCCCC2)cc1,-13%,1%,0.9%,44%,-1%,
Nc1n[nH]c(N)c1N=Nc1cccc(F)c1,9%,-6%,0.5%,9%,1%,
CCC(c1nnc(SCC(=O)Nc2c(F)cccc2F)n1Cc1ccccc1)N(C)C (stereo unspecified),-14%,3%,1.9%,1%,14%,
C=C(Cl)COc1ccc2c(C)cc(=O)oc2c1,10%,24%,i,65%,3%,
Cc1cc(-c2ccn[nH]2)c(C)s1,17%,5%,1.5%,-4%,-9%,
COc1ccc(CCNC(=O)CCNS(=O)(=O)c2cccc(Cl)c2)cc1OC,10%,-7%,0.4%,26%,10%,
CCc1ccc(-c2ccc(C(=O)C(F)(F)F)[nH]2)cc1,-3%,2%,3.7%,74%,0%,
CCOC(=O)C1(Cc2ccccc2C)CCCN(C(=O)CCn2nccc2C)C1 (stereo unspecified),-6%,-7%,i,-7%,-1%,
CCN(CC)S(=O)(=O)c1cc(NC(=O)C(=O)c2c(-c3ccccc3)cc3ccccn23)ccc1C,-1%,-10%,i,44%,-8%,
CC(=O)NS(=O)(=O)c1ccc(NC(=S)NC(=O)C2CCC2)cc1,x,x,0.3%,x,-21%,
CCOc1cc(-c2nnc(NC(=O)c3ccco3)o2)cc(OCC)c1OCC,3%,u,4.8%,i,-4%,
COc1cccc(NC(=O)Cn2c(=O)n(CC3CCCO3)c(=O)c3ccccc32)c1 (stereo unspecified),-8%,2%,3.8%,9%,-6%,
COc1ccc(C(N)=S)cc1,-1%,6%,0.6%,59%,-8%,
COc1ccc(CCNC(=O)CSc2nnc(C(C)N(C)C)n2Cc2ccccc2)cc1OC (stereo unspecified),12%,-8%,1.6%,-6%,6%,
OCc1ccccc1OCCCN1CCC(Cc2ccccc2)CC1,-4%,5%,i,20%,-1%,
O=C(Nc1ccc(Cl)c(Cl)c1)c1csc(-c2ccccc2)n1,1%,0%,4.7%,9%,-5%,
Cc1cc(=O)[nH]c(SCC(=O)OCc2ccccc2)c1C#N,-3%,-10%,5.7%,-2%,-12%,
CCCCOc1ccc(/C=N/NC(=S)Nc2cccc(C)c2C)cc1,10%,5%,i,1%,7%,
CNc1nc(C)c(C(C)=O)cc1C#N,-4%,-2%,0.6%,-4%,-2%,
COc1ccc(OC)c(NC(=O)CSc2nnc(-c3ccco3)n2-c2ccccc2)c1,-16%,-4%,8.1%,2%,-7%,
Cc1nc2sc(C(c3ccccc3)N3CC(C)OC(C)C3)c(O)n2n1 (stereo unspecified),0%,-8%,0.3%,x,0%,
CN1CCN(c2ccc(NC(=O)COc3ccccc3)cc2Cl)CC1,x,x,1.5%,x,-7%,
O=C(c1cnn2c(C(F)(F)F)cc(-c3ccco3)nc12)N1CCc2ccccc2C1,7%,33%,7.7%,1%,-4%,
CCC(=O)N1CCc2cc(S(=O)(=O)CCC(=O)N3CCN(c4ccc(C(C)=O)cc4)CC3)ccc21,-6%,-4%,4.0%,6%,4%,
CC(C)N1CCN(Cc2ccc(Oc3ncccn3)cc2)CC1CCO (stereo unspecified),5%,-7%,0.1%,5%,3%,

# Next section, overlapping the part above by three compounds.
SMILES,Salmonella PhoP GFP,M. tuberculosis HTS,VEEV TC-83 Vero,tuberculosis growth,H1N1 NS1A inhibition,others
O=C(c1cnn2c(C(F)(F)F)cc(-c3ccco3)nc12)N1CCc2ccccc2C1,7%,33%,7.7%,1%,-4%,
CCC(=O)N1CCc2cc(S(=O)(=O)CCC(=O)N3CCN(c4ccc(C(C)=O)cc4)CC3)ccc21,-6%,-4%,4.0%,6%,4%,
CC(C)N1CCN(Cc2ccc(Oc3ncccn3)cc2)CC1CCO (stereo unspecified),5%,-7%,0.1%,5%,3%,
Cc1cc(=S)n(-c2ccccc2)n1C,2%,-1%,1.8%,-5%,-4%,
O=C(CNC(=O)c1cnccn1)Nc1ccc(F)c(F)c1F,-1%,-6%,2.4%,-6%,-6%,
Cc1ccc(-c2csc3ncn(/N=C/N(C)C)c(=O)c23)o1,-2%,-2%,0.6%,-10%,-9%,
O=[N+]([O-])c1cc2c(cc1/C=N\NS(=O)(=O)c1ccccc1)OCO2,4%,-4%,0.4%,11%,-4%,
Cc1ccc(S(=O)(=O)N2CCN(C(=O)CCC(=O)NC3CCCc4ccccc43)CC2)cc1 (stereo unspecified),0%,3%,6.8%,23%,2%,VEEV TC-83 Vero 10K pilot screen=1.4
Cc1cc(C)n2nc(C(=O)N/N=C/c3cccc(Cl)c3)nc2n1,-2%,4%,0.8%,2%,10%,
C=CCn1c(N2C(=O)CC(Cc3ccccc3)C2=O)nc2ccccc21 (stereo unspecified),-11%,-15%,4.1%,20%,-14%,
O=C(NC(=S)/C(=C1\CCCCCN1)[N+](=O)[O-])c1ccccc1,x,6%,6.2%,0%,-10%,
Cc1nnc(SCC(=O)Nc2cccc(S(N)(=O)=O)c2)n1-c1ccccc1,8%,3%,i,-14%,-3%,
CN(C)S(=O)(=O)c1ccc(NC(=O)N2CCN(c3ccccc3)CC2)cc1,4%,-8%,0.3%,-14%,0%,
